COUP-TFII inh: inhibitors of human COUP-TFII (NR2F2) | HEK293T NGFI-A luciferase reporter, luminescence | 370,000 tested, 0.7% active | AID 686940 | inhibition, % at 8.6 µM;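 active = inhibition above a per-plate cutoff, mean inhibition of test wells between control levels plus 3 SD, cut at about 38% in these data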;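 note: cells cotransfected with COUP-TFII expression vector driving the NGFI-A reporter; 0% = median of COUP-TF2 test wells and 100% = reporter-only cells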
ABHD5 PLIN5 PPI: blocks binding of human ABHD5 to perilipin-5; 360,000 tested, 0.78% active; inhibition, % at 4 µM; AID 602281; Split G. princeps luciferase complementation, luminescence, 4 h;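 active = inhibition above the mean inhibition across every tested compound plus 3 SD, cut at about 22% in these data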;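 note: 0% = DMSO only wells and the 100% control is not disclosed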
TROY NFkB inh: blocks TROY-dependent signaling in reporter cells; Q293 LMP1-TROYcd NF-kB luciferase reporter, 4 h; inhibition, % at 10 µM; 360,000 tested, 0.98% active;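 active = compounds whose plate-normalised and pattern-corrected inhibition of the luciferase reporter signal at the single screening dose is 50% or more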
SRC3 inh: inhibitors of human steroid receptor coactivator 3 (SRC3); inhibition, % at 3.6 µM; HEK293 GAL4-SRC3 luciferase reporter, luminescence; 360,000 tested, 0.17% active;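 active = inhibition above a per-campaign cutoff, the mean of all compounds plus 3 SD, cut at about 60% in these data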;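 note: 0% = DMSO-treated cells and 100% = gossypol-treated cells at 36 µM; higher means less SRC3-driven luciferase light from the GAL4 reporter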
NOD2-RIPK2 inh: blocks binding of human NOD2 to RIPK2; AID 624267; inhibition, % at 4.98 µM; O43353; 360,000 tested, 0.38% active; CHO BLA complementation NOD2-RIPK2, CCF4 ratio; in the data active = inhibition above about 21%;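 note: 0% = vehicle only and 100% = reference blocker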
Target sequence (O43353 whole entry, looked up): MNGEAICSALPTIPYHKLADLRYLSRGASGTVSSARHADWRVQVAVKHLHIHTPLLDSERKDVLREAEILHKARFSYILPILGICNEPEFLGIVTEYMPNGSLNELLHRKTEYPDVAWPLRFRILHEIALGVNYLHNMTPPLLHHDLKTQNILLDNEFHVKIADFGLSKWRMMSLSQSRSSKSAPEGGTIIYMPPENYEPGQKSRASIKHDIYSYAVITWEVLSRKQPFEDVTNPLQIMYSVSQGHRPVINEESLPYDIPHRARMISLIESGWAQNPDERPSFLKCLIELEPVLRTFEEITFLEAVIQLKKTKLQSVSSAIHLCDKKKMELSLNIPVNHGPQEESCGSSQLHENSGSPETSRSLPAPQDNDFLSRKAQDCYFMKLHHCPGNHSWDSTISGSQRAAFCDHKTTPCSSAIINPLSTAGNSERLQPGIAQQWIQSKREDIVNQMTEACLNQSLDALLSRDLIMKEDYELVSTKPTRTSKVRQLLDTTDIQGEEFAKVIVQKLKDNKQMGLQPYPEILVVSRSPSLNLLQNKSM
TWEAK Fn14 block: blocks TWEAK-Fn14 interaction in a reporter cell assay; TWEAK-stimulated Fn14 reporter cells, luciferase luminescence, 8 h; inhibition, % at 10 µM; 360,000 tested, 2% active; AID 1159606; in the data active = inhibition above about 50%
TLR9-MyD88 inh: TLR9-MyD88 interaction inhibition | Q9NR96+Q99836 | CHO BLA complementation TLR9-MyD88, CCF4 FRET ratio | inhibition, % at 4.98 µM | 340,000 tested, 0.21% active | AID 504734;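 active = inhibition above the mean over all tested compounds plus 3 SD, cut at about 21% in these data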;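 note: 0% = DMSO only wells and 100% = clavulanate BLA inhibitor control wells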
SRC1 inh: human NCOA1 inhibition. Q15788. HEK293 GAL4-SRC1 luciferase reporter, luminescence. inhibition, % at 3.6 µM. 360,000 tested, 0.12% active. AID 588354;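 active = inhibition above the campaign mean plus 3 SD, with each screening campaign given its own cutoff, cut at about 60% in these data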;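 note: 0% = DMSO treated cells and 100% = gossypol at 36 µM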
Granule exo inh: lytic granule exocytosis inhibition; TALL-104 LAMP-1 surface exposure, flow cytometry; cells stimulated with thapsigargin and PMA; inhibition, % at 10 µM; 360,000 tested, 0.66% active; AID 651702;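 active = inhibition above about 55%, limit read from the data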
NR5A2 inv ag: inverse agonists of human LRH-1 (NR5A2). O00482. HEK293T StAR-luciferase reporter, LRH-1 transfected, 24 h. inhibition, % at 3.6 µM. 360,000 tested, 0.13% active. AID 602396;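 active = inhibition above the mean inhibition of all tested compounds plus 3 SD, cut at about 73% in these data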;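 note: 0% = DMSO wells and 100% = reporter-only cells lacking LRH-1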
SRC2 inh: inhibits human steroid receptor coactivator 2. HEK293 GAL4-SRC2 luciferase reporter, luminescence. Q15596. inhibition, % at 9 µM. 370,000 tested, 0.17% active;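 active = inhibition above the mean inhibition of all tested compounds plus 3 SD, set per campaign, cut at about 52% in these data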;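 note: 0% = DMSO treated cells and 100% = cells given Gossypol at 36 µM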
* hit, by the source's call; · = not tested or not shown. Only part of the results is shown; count on the stated rates, not on these rows.

Under each structure – COUP-TFII inh	ABHD5 PLIN5 PPI	TROY NFkB inh	SRC3 inh	NOD2-RIPK2 inh	TWEAK Fn14 block	TLR9-MyD88 inh	SRC1 inh	Granule exo inh	NR5A2 inv ag	SRC2 inh
> Cc1ccc(NC(=O)CSc2nc3c([nH]c4ccccc43)c(=O)n2C)cc1
  -10	-9	-15	2	1	-2	11	-2	8	-15	5
> CC1(Oc2ccc(Cl)cc2)CCN(Cc2ccc(OC(F)(F)F)cc2)C1 (stereo unspecified)
  -5	-4	-5	-39	-7	-8	·	-14	-4	-31	-24
> Cc1ccc(C(=O)Nc2cc([N+](=O)[O-])ccc2F)s1
  6	-4	-36	-6	5	-18	-1	-16	-2	-7	-12
> Cc1c(C)c(C)c(C(=O)C2CCN(c3ccc([N+](=O)[O-])cn3)CC2)c(C)c1C
  2	0	19	15	-5	-3	-1	7	5	-3	16
> COc1ccc(CN2CCC(C(=O)NCCc3ccc(OC)c(OC)c3)CC2)c(OC)c1
  -1	1	13	12	-4	5	-6	-10	1	-2	-38
> CC(C)N(C(=O)[C@H]1C[C@H](CC(=O)NCC23CC4CC(CC(C4)C2)C3)C(=O)N2CCc3c([nH]c4cc(CCC(=O)N(C)C)ccc34)[C@]12C)C(C)C
  -4	6	5	15	-5	9	-4	8	6	5	-8
> O=C(O)CC1(CC(=O)Nc2ccc(C(F)(F)F)cc2)CCCC1
  0	6	-14	-11	-2	-7	1	-19	-1	9	-1
> COc1ccc(C(=O)N(C)c2ccccc2C(=O)NCCc2ccccc2)cc1
  -14	2	-8	8	-4	0	3	11	-1	3	4
> Cc1oc(-c2cccc(Cl)c2)nc1CS(=O)(=O)CC(=O)NCCCN1CCOCC1
  3	-3	4	21	4	6	-1	-48	-2	-12	-12
> Cc1ccc(N/C=C/C(=O)c2ccc(C)cc2)cc1
  -47	-4	-2	-46	-2	2	1	-99	-1	-126	-45
> CCOC(=O)C1CCCN(C(=O)/C(=C/c2ccco2)NC(=O)c2ccccc2)C1 (stereo unspecified)
  12	2	-4	1	1	17	11	-46	-1	16	-6
> CC(C)c1nn2c(=O)cc(COc3cccc(NC(=O)c4ccco4)c3)nc2s1
  -2	6	-12	-6	-1	-7	-8	2	8	-9	-3
> Clc1ccc2nc(-c3ccccc3)c(CN3CCOCC3)n2c1
  -23	-1	-53	-6	-2	-15	-11	-28	0	-54	-12
> O=C(Cn1cnc2ccccc21)OCC(=O)N1CCCCC1
  2	1	-11	10	-10	-3	-2	15	16	-22	-32
> Cn1nc(-c2ccc(C(=O)Nc3cccnc3)cc2)c2ccccc2c1=O
  -4	1	-14	8	0	-4	-3	-1	-3	-11	-7
> Cc1ccc(S(=O)(=O)N(C)c2ccc(OCC(=O)Nc3nnc(C4CC4)s3)cc2)cc1
  0	-9	23	-7	-4	-4	5	0	-6	-2	24
> O=c1[nH]cnc2sc3c(c12)CCCCC3
  12	7	-6	11	-3	23	10	27	1	-3	32
> COc1cc(NC(=O)c2cccs2)c(C(=O)OCC(=O)c2cc(C)n(-c3ccc(F)cc3)c2C)cc1OC
  20	0	83*	44	2	90*	5	-2	-1	-14	13
> CC1CN(C(=O)c2cc3cc(F)ccc3[nH]2)CC(C)O1 (stereo unspecified)
  -19	-1	-32	-20	-13	5	-6	-17	15	0	-9
> COc1ccc(CCNC(=O)Cn2c(=O)n(CCCC(=O)NCc3ccco3)c(=O)c3sccc32)cc1OC
  14	1	-7	-2	1	9	-6	-6	-2	11	5
> O=C(CO)c1c[nH]c2ccccc12
  13	-2	15	5	-7	2	·	1	2	6	-26
> CC[C@]12C(=O)N(C)C[C@H]([C@@H]3C(=O)N(C)C(=O)[C@@H]31)N2C(=O)c1ccc(C(F)(F)F)cc1
  -8	-6	17	6	-2	-12	-1	-12	5	-16	11
> Cc1ccc(-c2nnn(CC(=O)N(CC3CCCO3)C(C(=O)NC3CCCC3)c3ccc(F)cc3)n2)o1 (stereo unspecified)
  -9	1	-13	19	-7	-3	0	-6	1	10	8
> COc1ccc(NC(=O)C2C3C=CC4(O3)C2C(=O)N(CCN2CCCCC2C)C4C(=O)NC2CCCC(C)C2C)cc1 (stereo unspecified)
  15	-2	10	-12	-3	23	-6	-3	-12	-7	8
> COc1ccccc1C(CNC(=O)c1cccc(S(=O)(=O)Nc2ccc(F)cc2)c1)N(C)C (stereo unspecified)
  -4	1	-8	2	-5	3	-13	-11	15	-9	10
> Cn1nc(C(C)(C)C)cc1C(=O)N1CCCC(c2cc(C(=O)NCc3ccccc3)no2)C1 (stereo unspecified)
  34	-6	16	4	3	-18	·	-1	2	26	24
> Cc1ccc(NC(=O)Cn2nc(C(=O)O)c3ccccc3c2=O)cc1S(=O)(=O)N1CCOCC1
  -10	3	-9	9	-2	-28	-6	1	6	-19	4
> Cc1ccc2c(c1)N(C(=O)CCC(=O)NCCCN1CCC(Cc3ccccc3)CC1)CCO2
  4	4	-4	9	-2	5	8	1	3	8	9
> CN(CC(=O)Nc1cccc(F)c1)C(=O)CC1CCCC1
  -9	13	-10	12	-7	-3	-8	-4	3	-2	4
> Cn1c(=O)c2[nH]c(CNc3ccc(C(=O)O)cc3)nc2n(C)c1=O
  -13	-9	19	5	4	12	-2	-10	-4	2	4
> COc1ccc(NS(=O)(=O)c2ccc(NS(=O)(=O)c3ccc(SC)cc3)cc2)c(OC)c1
  6	-3	9	2	3	-11	5	12	-2	7	18
> CN(C(=O)COC(=O)C(C)(C)Oc1ccc(Cl)cc1)c1c(N)n(Cc2ccccc2)c(=O)[nH]c1=O
  15	5	-20	17	-5	-1	-18	-4	-4	14	4
> Cc1[nH]c(-c2ccc(F)cc2)cc1C(=O)N1CCN(c2cccc(Cl)c2)CC1
  -20	-1	39	-10	3	33	0	-4	12	0	6
> COc1ccccc1NC(=O)/C(=C\c1cccnc1)NC(=O)c1ccc(C)cc1
  -1	-6	4	-9	-1	61*	1	10	2	14	14
> O=C(NCc1cccnc1)c1ccc2c(=O)n(CCCN3CCCC3=O)c(=S)[nH]c2c1
  -19	5	7	9	-4	1	-3	18	3	16	-6
> O=C(COc1ccc(-n2cnnn2)cc1)NC(=O)NCc1ccccc1
  5	7	-13	5	-4	0	1	13	0	13	0
> Cc1ccc(C(=O)C(C)OC(=O)Cc2n[nH]c(=O)c3ccccc23)cc1 (stereo unspecified)
  -15	8	5	13	-5	5	4	-2	-6	2	-26
> CC(C)c1ccc(-n2ccnc2SCC(=O)O)cc1
  10	2	-13	12	4	-9	-1	12	-3	-2	21
> CC(=O)N1c2ccc(S(=O)(=O)NCC3CCC(C(=O)Nc4ccc(C)cn4)CC3)cc2CC1C (stereo unspecified)
  30	-7	13	4	2	25	-4	5	-22	20	-1
> N#Cc1ccc(NC(=S)NC(=O)CCc2ccc(S(=O)(=O)N3CCOCC3)cc2)cc1
  10	-3	12	-23	-4	7	-2	0	-4	-7	7
> FC(F)(F)c1ccccc1NC(=S)NN1CCOCC1
  2	-4	11	7	-3	6	9	-9	-1	7	-28
> Cc1ccc(N(CC(=O)NC2CCCCC2)S(=O)(=O)c2c(C)nn(C)c2C)cc1
  3	0	14	4	2	8	-5	1	4	17	-18
> CCOc1cc(/C=N/Nc2nc(N3CCCCC3)nc(N3CCCCC3)n2)ccc1OC(=O)c1ccco1
  -12	1	5	8	-7	8	-7	8	-1	6	-19
> O=C1CC/C=C\C[C@@H](CC(=O)N(CCO)Cc2ccccc2)C(=O)N[C@H](Cc2c[nH]c3ccccc23)CO1
  7	3	14	-2	5	3	1	-1	2	-3	-13
> O=C(NC(Sc1ccc(Cl)cc1)C(=O)O)c1ccccc1 (stereo unspecified)
  7	10	-42	12	0	15	-12	-2	12	8	-11
> CCC(C)NC(=O)c1ccc(N2CC3CC(C2)c2cccc(=O)n2C3)c(NC(=O)c2c(F)cccc2F)c1 (stereo unspecified)
  -11	-9	8	-30	11	-9	1	-9	-2	5	-14
> Cc1ccc(SCC(=O)Nc2nnc(-c3ccco3)o2)cc1
  4	2	3	8	-6	-6	-2	-8	-4	-12	-12
> Cc1ccc(SCCNC(=O)/C=C/c2ccc(Cl)cc2)cc1
  -6	1	6	21	-2	-7	9	-13	-1	-12	2
> CCCCNC(=O)NS(=O)(=O)c1ccc(C(=O)OC)o1
  3	10	-2	22	5	16	7	-1	-5	1	-2

Screening results (PubChem)
